Screens (PubChem BioAssay)
Tau fluor cs: counter-screen for tau fibril formation inhibitors; tau K18 P301L Alexa594 fluorescence, heparin fibrillization; Potency, µM (doses to about 57.7 µM), inactives show top-dose activity change, negative = decrease; hit rate 0.93% among 280,000; AID 1463; further: nearly all actives have a fitted effect of over 55% in size
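Human tau K18 P301L (15 uM unlabeled, 0.24 uM Alexa 594-labeled) in 100 mM sodium acetate pH 7 with 20 uM heparin, 6 hr at 37 C. ThT 30 uM added, 1 hr ambient; Alexa 594 FP and total fluorescence read at 555/632 nm.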
ALDH1A1 inh: ALDH1A1 (human) enzyme inhibition. P00352. Purified ALDH1A1, NADH fluorescence, propionaldehyde substrate. Potency, µM (top dose mostly 75.3 µM), for the others: at the top dose activity, negative = inhibition, usual class: inhibitors. hit rate 7.3% among 220,000; active means well fitted inhibition curve with a large enough effect, not every such curve was filed as active; inconclusive means small, poorly fitted or top-dose-only effect, or another doubt; inactive means no such curve, though single readings can be large or run the other way;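 further: plate controls were no enzyme wells and a reference inhibitor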
aGal spleen mod: inhibitors or activators of human alpha-galactosidase in spleen homogenate. Potency, µM (titrated, usually from 80 µM), inactives show top-dose activity change, negative = inhibition, usual class: inhibitors. AID 2107. hit rate 0.008% among 240,000. human spleen homogenate, 4MU-alpha-Gal fluorescence, 40 min;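 further: 0% = enzyme with vehicle and -100% = no enzyme basal signal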
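Fluorogenic readout (Ex 365/Em 440 nm) of 4-methylumbelliferone released from 1 mM 4-MU-alpha-galactoside by spleen homogenate, 40 min at 37C, pH 5.0. Data normalized to no-enzyme and enzyme controls; Hill-equation AC50 from compound titrations.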
Tau fibril ThT: tau fibrillization inhibition (ThT binding); Potency, µM (series often up to 57.4 µM), for inactives: top-dose activity, negative = inhibition, usual class: inhibitors; hit rate 2.1% among 270,000; AID 1460; P10636; recombinant tau K18 P301L (four-repeat tau fragment), heparin-induced fibrillization, ThT fluorescence; further: nearly all actives have a fitted effect of over 55% in size
Target sequence (P10636 561-689 P618L limits assumed): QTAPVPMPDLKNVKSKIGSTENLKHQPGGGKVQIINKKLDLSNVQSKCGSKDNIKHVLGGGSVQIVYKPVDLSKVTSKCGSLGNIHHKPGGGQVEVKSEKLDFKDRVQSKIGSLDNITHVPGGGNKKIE
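Recombinant human tau K18 fragment […] carrying P301L, 15 uM unlabeled plus 0.24 uM Alexa 594-labeled, was fibrillized with 20 uM heparin in 100 mM sodium acetate pH 7 for 6 hr at 37 C; 30 uM ThT fluorescence read after 1 hr.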
TR SRC2 fluor cs: counter-screen for TRb-SRC2 inhibitors: fluorescence interference. hit rate 0.29% among 280,000. Potency, µM (highest dose often 106 µM), for the others: at the highest dose fluorescence change, negative = quenching. TRb/SRC2 Texas Red total fluorescence interference. AID 1479; active means well fitted curve in either direction with a large enough effect; inconclusive means small, poorly fitted or top-dose-only effect
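Human TRβ ligand-binding domain (0.6 uM) and Texas Red SRC2 peptide (20 nM) in Tris buffer with 1 uM T3 and 5% DMSO were incubated with pinned compound for 5 hr at ambient temperature. Total fluorescence was computed as S + 2P (555/632 nm).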
Tau fibril FP: inhibitors of human tau fibril formation; P10636; K18 P301L tau heparin fibrillization, Alexa594 FP, 6 h; Potency, µM (highest dose often 57.7 µM), for inactives: at the highest dose activity, negative = inhibition, hits mostly inhibitors; hit rate 0.39% among 280,000; further: nearly all actives have a fitted effect of over 55% in size
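Compound effects on tau fibrillization are measured by Alexa 594 fluorescence polarization (ex 555, em 632 nm). K18 P301L tau is used at 15 uM with 0.24 uM labeled tracer, and 20 uM heparin induces aggregation over 6 hr at 37 C.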
L3MBTL1 inh: blocks human L3MBTL1; Q9Y468; AlphaScreen L3MBTL1–H3K9me1 peptide binding; Potency, µM (top dose mostly 57.1 µM), for the others: at the top dose activity, negative = inhibition, hits mostly inhibitors; hit rate 0.66% among 230,000; further: nearly all actives have a fitted effect of over 60% in size
Target sequence (Q9Y468 whole entry, looked up): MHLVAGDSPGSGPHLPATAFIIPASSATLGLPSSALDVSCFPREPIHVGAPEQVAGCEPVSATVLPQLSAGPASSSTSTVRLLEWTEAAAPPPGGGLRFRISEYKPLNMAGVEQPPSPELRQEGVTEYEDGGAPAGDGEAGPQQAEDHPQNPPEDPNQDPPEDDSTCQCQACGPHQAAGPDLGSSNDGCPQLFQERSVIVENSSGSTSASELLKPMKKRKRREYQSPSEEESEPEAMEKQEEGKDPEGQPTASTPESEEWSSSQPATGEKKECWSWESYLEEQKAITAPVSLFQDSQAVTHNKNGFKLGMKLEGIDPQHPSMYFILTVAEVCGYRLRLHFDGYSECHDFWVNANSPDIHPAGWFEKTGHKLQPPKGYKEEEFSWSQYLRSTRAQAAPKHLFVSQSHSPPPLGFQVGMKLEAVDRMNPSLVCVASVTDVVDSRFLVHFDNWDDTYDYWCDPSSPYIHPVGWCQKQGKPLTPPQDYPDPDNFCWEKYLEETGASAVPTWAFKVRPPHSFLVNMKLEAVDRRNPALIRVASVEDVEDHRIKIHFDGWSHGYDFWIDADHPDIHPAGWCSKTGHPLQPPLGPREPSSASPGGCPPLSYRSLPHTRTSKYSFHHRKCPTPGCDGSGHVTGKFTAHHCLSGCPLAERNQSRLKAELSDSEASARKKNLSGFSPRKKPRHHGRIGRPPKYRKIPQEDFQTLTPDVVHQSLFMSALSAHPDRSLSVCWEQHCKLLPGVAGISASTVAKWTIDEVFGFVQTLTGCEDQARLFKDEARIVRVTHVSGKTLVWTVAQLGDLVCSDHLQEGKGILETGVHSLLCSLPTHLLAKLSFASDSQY
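Displacement of a biotinylated histone H3(1-15) peptide monomethylated at Lys9 (75 nM) from L3MBTL1 (50 nM) was measured by AlphaScreen after a 30 min room-temperature compound incubation; cefsulodin titration served as intraplate control.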
TRb-SRC2 inh: TRbeta-SRC2 interaction inhibition; P10828; TRbeta-SRC2 peptide binding, fluorescence polarization; receptor liganded with 1 µM T3; Potency, µM (series often up to 106 µM), without a hit: at the highest dose activity change, negative = inhibition, usual class: inhibitors; hit rate 0.065% among 280,000; AID 1469;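 further: plate controls were bound peptide for no effect and peptide without receptor for full effect; nearly all actives have a fitted effect of over 50% in size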
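Compounds were added to 0.6 uM TRb ligand-binding domain and 20 nM Texas Red-labeled SRC2 peptide in Tris buffer containing 1 uM T3, incubated 5 hr at ambient temperature, then read by fluorescence polarization.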
An asterisk follows results filed as active; ? = inconclusive; . = no result given; [ ] = remark or other dose. Unless noted, the call rests on the fitted dose curve; in most records, active means well fitted curve in the direction sought with a large enough effect; inconclusive means small, poorly fitted or top-dose-only effect, or another doubt; inactive means no such curve, though single readings can be large; an effect the other way counts as inactive or inconclusive. Unless noted, on the % scale 0 is the no-effect control and ±100 the full control effect; potency means the concentration at half of the fitted maximal effect.

mol | Tau fluor cs | ALDH1A1 inh | aGal spleen mod | Tau fibril ThT | TR SRC2 fluor cs | Tau fibril FP | L3MBTL1 inh | TRb-SRC2 inh
C/C(=N/NC(=O)CNC(=O)C(c1ccccc1)c1ccccc1)c1ccco1 | -1% | . | 7% | -5% | -2% | -16% | 8% | 4%
O=C(Nc1ccc(Cl)cc1)N1CCN(c2ncccn2)CC1 | -2% | -2% | 2% | -6% | -2% | 2% | 6% | 1%
Cc1ccc(Oc2ccc(C(=O)NCc3ccncc3)cc2)cc1 | -7% | -5% | 0% | -8% | -2% | 7% | -10% | 1%
CC1Cc2ccccc2N1C(=O)c1nn(C)cc1Br (centres undefined) | -6% | -8% | -3% | -10% | -2% | 3% | 4% | -8%
C=CCNC(=O)c1ccc(Sc2ccccc2)c([N+](=O)[O-])c1 | ? | -5% | 5% | ? | -1% | -2% | 0% | -7%
O=C(c1ccc(Br)o1)N1CCN=C1SCc1cccc(F)c1 | -7% | 3% | -8% | -9% | 0% | -7% | . | -5%
Cc1cccc(Nc2nnc(SCC(=O)NC3CCCc4ccccc43)s2)c1 (centres undefined) | ? | -11% | -19% | -15% | -4% | 4% | -9% | -1%
Cc1ccc(C(=O)CNc2ccccc2C)cc1 | -12% | 11µM* | 2% | ? | -4% | -1% | -12% | -6%
COC(=O)c1sccc1NC(=S)N1CCN(c2ccc(F)cc2)CC1 | ? | -7% | 4% | -13% | -1% | -1% | -17% | 2%
Cc1ccn2c(c1)nc(=O)c1cc(S(=O)(=O)N3CCCCC3)c(Cl)cc12 | -9% | . | . | -2% | -1% | -3% | . | -3%
Cc1ccc(S(=O)(=O)N[C@H](C(=O)OCC(=O)N2N=C(c3ccc(Cl)cc3)CC2c2ccco2)C(C)C)cc1 (some centres undefined) | -14% | 5% | -4% | -16% | -2% | 1% | -15% | 0%
COc1ccc(C(=O)N2CCN=C2SC)cc1OC | -11% | ? | -1% | -8% | -3% | -7% | 2% | 13%
CCOC(=O)c1ccc(S(=O)(=O)N2CCN(S(=O)(=O)CC)CC2)cc1 | 2% | 3% | 9% | 2% | 2% | -1% | 0% | 3%
O=S1(=O)C=C(Sc2nnc(-c3ccccc3)o2)c2ccccc21 | 2% | 22µM* | 7% | ? | -5% | ? | 0% | -14%
CN(Cc1ccccc1)C(=O)Cn1cccc1C(=O)c1ccccc1 | -10% | 4% | 15% | -5% | -2% | 1% | . | -3%

Structures listed so far that have sulfur, in the order listed:
mol | Tau fluor cs | ALDH1A1 inh | aGal spleen mod | Tau fibril ThT | TR SRC2 fluor cs | Tau fibril FP | L3MBTL1 inh | TRb-SRC2 inh
C=CCNC(=O)c1ccc(Sc2ccccc2)c([N+](=O)[O-])c1 | ? | -5% | 5% | ? | -1% | -2% | 0% | -7%
O=C(c1ccc(Br)o1)N1CCN=C1SCc1cccc(F)c1 | -7% | 3% | -8% | -9% | 0% | -7% | . | -5%
Cc1cccc(Nc2nnc(SCC(=O)NC3CCCc4ccccc43)s2)c1 (centres undefined) | ? | -11% | -19% | -15% | -4% | 4% | -9% | -1%
COC(=O)c1sccc1NC(=S)N1CCN(c2ccc(F)cc2)CC1 | ? | -7% | 4% | -13% | -1% | -1% | -17% | 2%
Cc1ccn2c(c1)nc(=O)c1cc(S(=O)(=O)N3CCCCC3)c(Cl)cc12 | -9% | . | . | -2% | -1% | -3% | . | -3%
Cc1ccc(S(=O)(=O)N[C@H](C(=O)OCC(=O)N2N=C(c3ccc(Cl)cc3)CC2c2ccco2)C(C)C)cc1 (some centres undefined) | -14% | 5% | -4% | -16% | -2% | 1% | -15% | 0%
COc1ccc(C(=O)N2CCN=C2SC)cc1OC | -11% | ? | -1% | -8% | -3% | -7% | 2% | 13%
CCOC(=O)c1ccc(S(=O)(=O)N2CCN(S(=O)(=O)CC)CC2)cc1 | 2% | 3% | 9% | 2% | 2% | -1% | 0% | 3%
O=S1(=O)C=C(Sc2nnc(-c3ccccc3)o2)c2ccccc21 | 2% | 22µM* | 7% | ? | -5% | ? | 0% | -14%

Entries of single compounds from above. Order of screens: Tau fluor cs, ALDH1A1 inh, aGal spleen mod, Tau fibril ThT, TR SRC2 fluor cs, Tau fibril FP, L3MBTL1 inh, TRb-SRC2 inh
Entry for `CC1Cc2ccccc2N1C(=O)c1nn(C)cc1Br` (centres undefined) : -6%, -8%, -3%, -10%, -2%, 3%, 4%, -8%
Entry for `CCOC(=O)c1ccc(S(=O)(=O)N2CCN(S(=O)(=O)CC)CC2)cc1` : 2%, 3%, 9%, 2%, 2%, -1%, 0%, 3%

Next results.
mol | Tau fluor cs | ALDH1A1 inh | aGal spleen mod | Tau fibril ThT | TR SRC2 fluor cs | Tau fibril FP | L3MBTL1 inh | TRb-SRC2 inh
Cc1cc(C(=O)CSc2nnc(-c3cccc(F)c3)n2N)c(C)n1Cc1ccc2c(c1)OCO2 | -16% | 2% | -3% | -21% | 0% | -7% | -3% | 2%
CCC(C)NC(=O)C1CCCN(C(=O)Nc2ccc(F)cc2)C1 (centres undefined) | 6% | 6% | 9% | 6% | -3% | -6% | -4% | 1%
CCOc1ccc(NC(=O)CS(=O)(=O)Cc2nc(-c3ccc(C)cc3)oc2C)cc1 | -13% | . | . | -4% | 1% | -13% | . | -5%
COc1ccc(Cl)cc1Nc1ncnc2c1c(-c1ccccc1)cn2-c1ccccc1 | 6% | . | . | 3% | 0% | -5% | . | -5%
COc1ccc(NC(=O)CSc2nnc(-c3ccncc3)n2-c2ccccc2)cc1 | 3% | . | . | 1% | -1% | -12% | . | -3%
Cc1cc(C)n2cc(CSc3nnnn3-c3ccc(Cl)cc3)nc2n1 | -1% | -5% | 4% | -4% | 2% | 2% | 2% | -14%
C#CCSc1nnc(-c2sc(-c3ccccc3)nc2C)n1C | -6% | ? | 1% | -21% | -4% | -2% | 7% | -3%
CCOc1ccc(-c2cc3nc(C4CCN(C(=O)OC(C)(C)C)CC4)c(C(=O)Nc4cc(OC)ccc4OC)cn3n2)cc1 | ? | . | . | ? | -2% | -4% | . | -7%
O=C(CCCc1nc2ccccc2s1)NNC(=O)CCN1CCN(Cc2ccccc2)CC1 | -3% | -9% | 3% | -7% | 0% | 2% | -7% | 5%
COc1ccc(S(=O)(=O)NCC(c2ccco2)S(=O)(=O)c2ccc(C)cc2)cc1C (centres undefined) | -14% | . | . | -15% | 0% | 3% | . | -5%
CCCOc1ccc(NC(=O)CC2C(=O)N(Cc3ccccc3)C(=S)N2Cc2cccs2)cc1 (centres undefined) | 3% | ? | 14% | 3% | -4% | 5% | -10% | -1%
O=[N+]([O-])c1cc(-c2nc(-c3ccncc3)no2)ccc1NCc1ccccc1 | -2% | . | . | 13% | -1% | -7% | . | 14%
CCCCP(=O)(c1ccccn1)c1ccccn1 | -2% | -14% | -4% | 0% | 2% | -8% | -6% | 1%
CC(=O)Oc1ccccc1C1OC(=O)c2ccccc2N1C(C)=O (centres undefined) | 12% | -11% | -4% | -7% | 4% | -5% | -3%[11.4 µM] | 1%
COc1ccc(-c2n[nH]c(=S)n2-c2ccc3c(c2)OCCO3)cc1OC | -5% | -15% | 7% | -10% | -2% | 1% | 6% | -4%

Other compounds
mol | Tau fluor cs | ALDH1A1 inh | aGal spleen mod | Tau fibril ThT | TR SRC2 fluor cs | Tau fibril FP | L3MBTL1 inh | TRb-SRC2 inh
O=C(Nc1ccc(CN2CCCCC2)cc1)c1c(F)c(F)c(F)c(F)c1F | -16% | -2% | -2% | -15% | -1% | -6% | -6% | 6%
COc1ccc(-c2noc(CC(=O)Nc3ccc(F)cc3F)n2)cc1 | -3% | . | . | -1% | -1% | -1% | . | -8%
N#C/C(=C/c1ccncc1)c1nc2ccccc2s1 | -3% | -10% | -1% | ? | -3% | 12% | -4% | 7%
COc1ccc2cc3cc(C(=O)NCc4ccccn4)oc3nc2c1 | -2% | ? | ? | -1% | -1% | -1% | -12% | -17%
COc1ccc(O[C@H]2C=C[C@@H](c3ccccc3)O[C@H]2COC(=O)NCc2cccc3ccccc23)cc1 | -25%[11.6 µM] | 6%[13.5 µM] | -4%[17.5 µM] | -20%[11.5 µM] | ? | ? | . | -12%[11.2 µM]
COc1cccc(C(=O)N2CCCc3ccccc32)c1 | 0% | -12% | -2% | -3% | -1% | 7% | -3% | -12%
Cc1ccc(C)c(Cn2c(C(=O)O)c(CNCc3cccs3)c3ccccc32)c1 | -11% | . | . | ? | -5% | 10% | . | -1%
O=C(N/N=C/c1ccc2c(c1)OCO2)c1cc2ccccc2o1 | 0% | . | ? | ? | -3% | -14% | 1% | -1%
CCc1cc(C(=O)N2CCCC(CNC(=O)c3ccc(-c4ccccc4)cc3)C2)no1 (centres undefined) | -4% | -4% | -1% | -5% | -1% | 6% | -4% | -4%
CCOCCc1nnc(NC(=O)c2cc(OC)c(OC)cc2[N+](=O)[O-])s1 | 1% | 1% | 6% | -6% | -2% | -5% | 6% | 0%
CC(=O)C1=C(C)NC(C)=C(C(C)=O)C1c1cccs1 | 5% | 7% | -4% | 1% | -7% | 1% | 0% | -1%
Cc1ccc(C)c(S(=O)(=O)N2CCCOC2CNC(=O)C(=O)NCCCn2ccnc2)c1 (centres undefined) | -9% | -2% | 4% | -13% | 0% | -1% | -23% | -5%
N#CC1=C(N)N2C(=C(C#N)C1c1cccc(Br)c1)Nc1ccccc12 (centres undefined) | ? | -8% | 0% | -3% | 0% | ? | 2% | -10%
O=c1[nH]c2ccccc2s1 | -2% | 1% | 3% | -5% | -9% | 4% | 0% | 1%
C=CCn1cnc2scc(-c3ccccc3)c2c1=O | -3% | 0% | 2% | -8% | -2% | 0% | -2% | -1%
CCCCCCC(=O)O | . | -1% | -13% | . | -1% | . | 26% | -8%
